# Assay outcomes as filed in PubChem.
# UPR XBP1 act: activators of adaptive XBP1 UPR arm, primary screen, cell-based, CHO-XBP1 luciferase reporter, luminescence, uHTS; IRE1-XBP1 UPR activation; percent of tunicamycin response, DMSO as zero; activation, % at 20 µM; 330,000 compounds, 0.33% hits; AID 463104, 2010;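 active means versus positive control, 20 µM dose yields 30% or more activation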;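 further: 100% = tunicamycin at 10 µg/mL and 0% = DMSO only wells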
#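 Material: IRE1-XBP1 luciferase reporter CHO line / Quantity: one thousand reporter cells per well / Buffer or medium: F12 with 10% serum / Compound: 20 µM single concentration, DMSO 1% / Times: 6 h treatment, 37 °C / Detection: Steady-Glo luciferase glow luminescence, 10 min after reagent addition / Benchmarks: tunicamycin high, DMSO low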
# tim23-1 inh: growth inhibitors of tim23-1 mutant yeast, primary screen, luminescence, uHTS; S. cerevisiae tim23-1 growth, BacTiter-Glo luminescence, 24 h; inhibition, % at 20 µM; 330,000 compounds, 1.3% hits; AID 463212, 2010;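 active means growth inhibition of the mutant yeast at or above 50%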;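 further: temperature-sensitive mutant grown at 25 °C; plate controls were DMSO-treated mutant yeast for no effect and medium wells lacking yeast for full effect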
# NR3A LBD binder: binders of NR3A ligand-binding domain, primary screen, biophysical, differential scanning fluorimetry, uHTS; Glutamate receptor ionotropic, NMDA 3A (GRIN3A) ligand-binding domain; NR3A LBD differential scanning fluorimetry, Tm shift; 0% = protein alone, 100% = glycine-bound protein; Tm shift relative to glycine control, % at 25 µM; 340,000 compounds, 2.5% hits;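 active means melting temperature shift of at least 10% of the positive control shift, at one fixed dose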
# Mdm2-MdmX inh: inhibitors of human Mdm2-MdmX association, primary screen, cell-based, luminescence, split luciferase, SaOS-2, uHTS; SaOS-2 split-luciferase Mdm2/MdmX complementation; 330,000 compounds, 3% hits; inhibition, % at 8 µM;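 active means inhibition of at least 50% at 8 µM in the primary screen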
# APJ ag: agonists of human apelin receptor APJ, primary screen, CHO-K1 cells, PathHunter beta-arrestin, luminescence. P35414. 0% DMSO wells, 100% apelin. activation, % at 20 µM. 330,000 compounds, 0.11% hits;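 active means activation more than six SD over the plate average, tested at 20 µM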;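 further: 0% = DMSO alone and 100% = apelin-13 at 10 nM; some results filed as inactive read as strong as hits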
# Target sequence (P35414 whole entry, looked up): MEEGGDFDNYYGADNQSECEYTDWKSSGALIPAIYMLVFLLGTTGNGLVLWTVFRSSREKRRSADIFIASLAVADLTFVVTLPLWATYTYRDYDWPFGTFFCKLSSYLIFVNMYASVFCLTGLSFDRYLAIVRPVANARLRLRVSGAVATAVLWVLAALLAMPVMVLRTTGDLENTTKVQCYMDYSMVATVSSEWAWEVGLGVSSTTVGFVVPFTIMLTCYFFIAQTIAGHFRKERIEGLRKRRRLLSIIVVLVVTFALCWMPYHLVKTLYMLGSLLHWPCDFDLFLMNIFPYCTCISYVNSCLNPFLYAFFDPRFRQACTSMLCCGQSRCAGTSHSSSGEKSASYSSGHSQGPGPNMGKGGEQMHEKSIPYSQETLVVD
#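 Material: CHO-K1 APJ beta-arrestin complementation cell line; Input: cell density 1000 per well; Incubation: compound stimulation 90 min at 25 °C, detection 60 min; Signal: luminescence from split beta-galactosidase complementation, Galacton Star/Emerald II substrate; Controls: DMSO-only wells as negative, 10 nM Apelin-13 as positive control.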
# TIM10 inh: growth inhibitors of isogenic TIM10 control yeast, primary screen, counter-screen for tim10-1 yeast inhibitor project, luminescence, uHTS; inhibition, % at 10 µM; 330,000 compounds, 1.4% hits; AID 463195, 2010; S. cerevisiae TIM10 strain growth, BacTiter-Glo luminescence, 24 h;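 active means inhibition of 40% or more at the single tested concentration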;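 further: wild-type TIM10 isogenic control strain grown at permissive 25 °C; 0% = DMSO yeast wells and 100% = minimal medium wells without yeast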
# tim10-1 inh: growth inhibitors of tim10-1 mutant yeast, primary screen, luminescence, uHTS; inhibition, % at 20 µM; 330,000 compounds, 2.2% hits; S. cerevisiae tim10-1 ts strain growth, BacTiter-Glo, 24 h;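 active means inhibition of at least 40%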;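 further: mutant grown at 25 °C; 0% = DMSO wells with yeast and 100% = wells holding no yeast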
# CHOP UPR activ: activators of apoptotic CHOP UPR arm, primary screen, cell-based, CHO-CHOP luciferase reporter, luminescence, uHTS. AID 449763, 2010. 330,000 compounds, 0.34% hits. activation, % at 10 µM. UPR activation; percent of tunicamycin response over DMSO baseline;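 active means at 10 µM dose, activation of 40% or more, normalized to positive control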;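 further: 100% = tunicamycin at 10 µg/mL and 0% = DMSO alone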
#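 System: CHO CHOP reporter cells. Amount: 500 cells per well. Buffer or medium: F12 medium, 10% FBS. Compound dosing: one dose, 10 µM in 0.5% DMSO. Incubation: 6 h compound exposure at 37 °C after overnight seeding. Technique: Steady-Glo luciferase luminescence. Benchmarks: tunicamycin and DMSO controls.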
# NLRP3 yeast inh: NALP3 inflammasome inhibitors in reconstituted yeast, primary screen, luminescence, uHTS | Yeast reconstituted NLRP3/ASC/caspase-1, beta-gal luminescence, 24 h | inhibition, % at 10 µM | 330,000 compounds, 0.39% hits | AID 2825, 2010;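 active means inhibition of 50% or more; inactive means inhibition below 50%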;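 further: plate controls were induced DMSO wells for no effect and uninduced yeast grown without galactose for full effect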
# Numbers without * were called inactive; nt = not tested or not shown.
No.	Compound	UPR XBP1 act	tim23-1 inh	NR3A LBD binder	Mdm2-MdmX inh	APJ ag	TIM10 inh	tim10-1 inh	CHOP UPR activ	NLRP3 yeast inh
1	COc1ccc(C(=O)C2CCCN(C(=O)/C=C/c3ccccn3)C2)c(C)c1 (stereo not drawn)	2	13	-2	-8	-2	-5	18	0.0	12
2	COc1ccc(NS(=O)(=O)c2cccc(C(=O)NCC3(N4CCCCC4)CCCCC3)c2)cc1	0	17	3	-1	-1	-8	4	1.7	37
3	O=C(NCCCN1CCCC1=O)c1ccccc1NS(=O)(=O)c1ccc(F)cc1	0	19	1	-13	4	18	20	1.4	5
4	Cc1cc([N+](=O)[O-])cc2c1NCC1CC=CC21 (stereo not drawn)	0	20	-8	28	-3	-18	12	1.2	23
5	CCCc1[nH]nc2c1C(c1ccc(OCCN3CCOCC3)c(OCC)c1)C(C#N)=C(N)O2 (stereo not drawn)	-2	21	-17	-4	0	10	-5	-1.4	18
6	O=C(COC(=O)c1ccccn1)Nc1ccccc1Cl	-2	15	-2	-9	-3	-9	8	-1.5	9
7	Cc1nnc(SCc2nnc(-c3ccccc3Br)o2)s1	3	7	-2	-1	-4	12	16	3.0	20
8	COc1cc(/C=N/NC2=NS(=O)(=O)c3ccccc32)cc(OC)c1OC	-2	-1	1	-4	0	10	-8	4.0	-2
9	Cc1ccccc1NS(=O)(=O)CCCCC(Cl)(Cl)Cl	-3	24	-4	12	-3	28	33	0.0	42
10	Cn1c(=O)c2c([nH]c(=O)n2C)n(Cc2ccccc2)c1=O	1	-4	1	14	-2	-7	-16	-1.6	4
11	Cc1cc(NC(=O)c2cc([N+](=O)[O-])cc([N+](=O)[O-])c2)no1	-1	42	-1	-3	13	24	11	2.0	26
12	C=CCN(c1ccccc1)S(=O)(=O)c1cccc(C(=O)Nc2ncccc2O)c1	0	21	-3	-3	14	-3	14	-1.0	15
13	CCN(CC)c1nc(N)c2c(N)nc(OC)cc2c1C#N	13	45	-4	44	3	21	35	2.0	5
14	NS(=O)(=O)c1ccc(NC(=O)c2ccc(Cl)c(S(=O)(=O)NCc3ccco3)c2)cc1	-1	-6	0	22	4	11	0	-1.6	3
15	CC(CN1CCCCC1)OC(=O)c1cc2ccccc2o1 (stereo not drawn)	-2	15	-1	20	-2	-4	4	-4.1	14
16	Cc1ccc(S(=O)(=O)CC(C)N2CCOCC2)c(S(=O)(=O)CC(C)N2CCOCC2)c1 (stereo not drawn)	0	11	-2	-16	-1	9	6	-0.5	17
17	COc1ccc(S(=O)(=O)Nc2c(C)nc3nc[nH]n3c2=O)cc1	-4	17	1	-16	0	-15	16	2.1	15
18	CCOc1ccc(S(=O)(=O)N2CCCC(C(=O)NCc3ccccc3)C2)cc1 (stereo not drawn)	-2	-5	1	22	3	7	-11	3.1	12
19	O=C(NCCc1ccccc1)c1cccc([N+](=O)[O-])c1	3	-11	-1	-16	1	-24	8	2.1	9
20	Cc1ccc(SCC(=O)OCC(=O)N(C)CC(=O)Nc2ccc(F)cc2)cc1C	-3	22	-5	-4	2	3	22	0.1	8
21	COc1ccc(CNC(=O)COC(=O)c2ccc(Br)c(S(=O)(=O)N3CCOCC3)c2)cc1	0	4	4	12	-3	3	8	1.6	7
22	CC(=O)Nc1ccc(S(=O)(=O)N2CCN=C2SCc2ccc(C)cc2)cc1	-3	18	-12	19	0	14	17	5.3	9
23	FC(F)(F)c1cnc(-c2cnc(-c3ccccn3)nc2)c(Cl)c1	-5	4	-2	3	-4	-3	-12	-3.6	26
24	CCC(NC(=O)Cc1c(C)c2c(cc(C)c3c(C)c(C)oc32)oc1=O)C(=O)O (stereo not drawn)	-1	12	2	-7	-1	2	7	-1.5	-2
25	COc1ccc2[nH]c3c(c2c1)CCN1C(=O)C(CC(=O)NCCC2=CCCCC2)C[C@H](C(=O)N(C(C)C)C(C)C)[C@@]31C (stereo partly drawn)	6	36	-1	31	nt	3	14	5.5	nt
26	CCn1c(SCC(O)c2ccccc2)nnc1-c1ccccc1 (stereo not drawn)	0	13	-3	27	1	6	27	2.2	21
27	Cc1ccc(CN2CCN(CC(=O)NCc3ccccc3)CC2)cc1	2	-7	-1	12	0	-6	0	9.1	13
28	O=C1C(=O)N(CCN2CCCCC2)c2ccccc21	-3	-4	4	10	-4	3	-3	-0.6	10
29	CCCCOc1ccc(C(=O)NCc2ccncc2)cc1	-2	19	-1	-8	8	7	14	-1.9	13
30	COc1ccc(Cl)cc1C(=O)NCC(=O)OCc1ccccc1	-2	5	nt	9	-1	-4	12	-3.1	11
31	CN(C)S(=O)(=O)c1cccc(NC(=O)c2cccc(S(=O)(=O)N3CCc4ccccc43)c2)c1	-5	7	2	21	1	12	9	3.3	11
32	O=C(Nc1nc(-c2ccccn2)cs1)c1cc2ccccc2o1	-2	20	1	52*	-4	21	13	2.7	8
33	COc1cccc(OCC(=O)Nc2cc(Cl)ccc2Oc2ccccc2)c1	-2	7	1	8	-4	6	7	-1.2	-1
34	O=C(CNC(=O)c1ccccc1)OCc1cccc(Br)c1	-2	0	1	-5	-1	-20	-23	0.1	4
35	CCNC(=S)Nc1ccc2cn[nH]c2c1	-1	3	-1	2	1	2	3	-0.2	3
36	CCCOc1cccc(C(=O)Nc2ccccc2C(=O)N2CCN(C)CC2)c1	-7	15	0	-14	-3	9	-8	0.6	12
37	O=C(NCCCC1CCCC1)C1CCC(=O)N(Cc2cccc(F)c2)C1 (stereo not drawn)	-5	11	2	3	8	8	29	-0.5	16
38	COc1ccc(C(=O)NC(=S)NNC(=O)c2ccc(O)cc2)cc1[N+](=O)[O-]	-8	8	0	-11	-3	3	17	-0.1	25
39	CC1CCN(C(=O)CN2C(=O)NC(c3ccccc3)(c3ccccc3)C2=O)CC1	-1	-11	1	0	-3	-4	-11	-0.7	3
40	COc1ccc(-c2nnn(Cc3nn[nH]n3)n2)cc1OC	-1	-7	-1	-2	-2	-15	4	-2.5	12
41	Cc1ccc(C(=O)Nc2cccc(C(=O)N/N=C/c3ccccc3F)c2)cc1	-2	5	-8	-4	2	-21	10	0.7	18
42	CCc1ccc(C2c3[nH]c4ccccc4c3CCN2C(=O)CNC(N)=O)cc1 (stereo not drawn)	0	11	1	5	1	-8	17	-1.9	9
43	COc1ccc(NC(=O)c2cc([N+](=O)[O-])ccc2N2CCCC2)cc1	-3	11	1	-1	-5	0	6	0.0	18
44	Cc1ccc(N2C(=O)C(Cl)=C(NCc3ccccc3)C2=O)c(C)c1	-2	39	-8	16	-2	-9	20	0.2	36
45	CCN(CC)CCCNc1oc(-c2ccccc2[N+](=O)[O-])nc1C#N	-3	-2	3	3	2	-2	-6	-1.1	14
46	O=C(CC1S/C(=N/N=C/c2c[nH]c3ccc(OCc4ccccc4)cc23)NC1=O)Nc1ccccc1 (stereo not drawn)	0	-21	23*	18	-5	-26	-4	-0.4	24
47	NS(=O)(=O)c1ccc(CCNC(=O)CCCCCn2c(=S)[nH]c3ccc(Br)cc3c2=O)cc1	-7	-3	-7	47	-4	6	-6	1.7	7
48	O=C(CCN1CCN(c2ccc(Cl)cc2)CC1)Nc1nccs1	4	5	-3	-5	0	0	10	2.0	23
49	Cc1ccc(C2CC(c3cccs3)n3nc(N)nc3N2)cc1 (stereo not drawn)	3	7	-3	7	-4	7	22	0.2	3
50	CC(C)Cc1ccc(CN2CCCC(NC(=O)CCCN3CCCC3=O)C2)cc1 (stereo not drawn)	-6	9	1	18	-3	6	-1	1.4	16
51	CC(C)(O)C#Cc1ccc(C(=O)N2CCN(c3ccccc3)CC2)cc1	-1	16	0	4	-1	12	24	-1.5	6
52	O=C(O)CCC(=O)N1CCN(c2ncccc2C(F)(F)F)CC1	-3	-7	1	11	5	-6	4	1.7	7
53	O=C(CSc1nc2ccccc2s1)NCCOc1ccc(Cl)cc1	-3	19	-13	11	-3	23	21	7.6	36
54	O=C1CSC2=NCN(c3ccccc3)CN12	1	13	-1	5	3	-9	-5	-0.4	24
55	COc1ccc(-n2c(SCC(N)=O)nc3sc4c(c3c2=O)CCC4)cc1	-2	-17	0	8	0	-2	9	-1.8	1
56	COc1cc(CN2CCCC(C(=O)Nc3cccc(-n4cccn4)c3)C2)ccc1F (stereo not drawn)	-3	13	2	18	11	9	16	0.0	8
57	COC(=O)c1ccc(OCC2c3cc(OC)c(OC)cc3CCN2C(=O)C2CC2)cc1 (stereo not drawn)	2	17	1	21	-1	8	24	-1.8	18
58	CC(=O)N(CCCN(C)C)c1nc2ccc(C)cc2s1	-2	12	-1	-17	-1	18	3	0.5	-1
59	CN(C1CCCCC1)S(=O)(=O)c1ccc(NC(=O)c2ccc(Br)o2)cc1	-5	43	-22	14	1	30	52*	-0.3	20
60	COc1ccc2c(c1)OC[C@H]1[C@@H]2N2C(=O)CNC(=O)[C@@]2(C)[C@H]1c1ccccc1	-3	-5	-3	1	-3	-5	4	3.1	-5

# Grouped by structure, those above with a cyano group.
No.	Compound	UPR XBP1 act	tim23-1 inh	NR3A LBD binder	Mdm2-MdmX inh	APJ ag	TIM10 inh	tim10-1 inh	CHOP UPR activ	NLRP3 yeast inh
5	CCCc1[nH]nc2c1C(c1ccc(OCCN3CCOCC3)c(OCC)c1)C(C#N)=C(N)O2 (stereo not drawn)	-2	21	-17	-4	0	10	-5	-1.4	18
13	CCN(CC)c1nc(N)c2c(N)nc(OC)cc2c1C#N	13	45	-4	44	3	21	35	2.0	5
45	CCN(CC)CCCNc1oc(-c2ccccc2[N+](=O)[O-])nc1C#N	-3	-2	3	3	2	-2	-6	-1.1	14

# Later entries
No.	Compound	UPR XBP1 act	tim23-1 inh	NR3A LBD binder	Mdm2-MdmX inh	APJ ag	TIM10 inh	tim10-1 inh	CHOP UPR activ	NLRP3 yeast inh
61	COc1ccc(CN(C)Cc2nc3scc(-c4ccccc4)c3c(=O)[nH]2)cc1OC	-1	21	-3	-1	-5	19	17	-0.4	2
62	O=C(Nc1cc(Cl)ccc1N1CCOCC1)c1cccnc1Cl	-2	12	1	-15	2	16	-7	0.0	25
63	O=C(/C=C/c1ccc2c(c1)OCO2)NCc1cn2cc(Cl)ccc2n1	-2	-10	0	-6	0	14	13	1.3	3
64	CCS(=O)(=O)Nc1ccc(-c2ccc(NS(=O)(=O)CC)c(OC)c2)cc1OC	-1	15	2	21	0	10	0	-0.6	1
65	C=CCN1C(=O)C(CC(=O)Nc2ccccc2)SC1=Nc1c(C)n(C)n(-c2ccccc2)c1=O (stereo not drawn)	-4	10	-1	-20	3	8	16	1.7	2
66	CC(C)(C)OC(=O)NNC(=O)c1ccc(Cl)cc1	-2	9	0	-10	-2	-4	-5	2.9	11
